Source: PubChem (Broad Institute)
miR-122 sensor: inhibitors of miR-122 in Huh7 cells. Huh7 miR-122 Renilla luciferase sensor, 48 h; neutral wells = 0, positive control = 100. 340,000 tested, 0.3% active. activation (reporter increase), % at 12.5 µM. AID 602342;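 active means mean replicate activation score at least 90 and every replicate individually at or above 90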;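 further: higher luciferase means less miR-122 activity so hits act as miR-122 inhibitors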
PGC1a acetyl inh: PGC1a acetylation modulation, inhibitor mode; U2OS PGC1a acetylation, AlphaScreen anti-acetyl-lysine; with virally co-expressed GCN5 acetyltransferase; inhibition, % at 15.6 µM; 350,000 tested, 0.17% active; AID 651687;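 active means every replicate shows inhibition of at least 40%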;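 further: 0% = neutral control wells and 100% = positive control wells; some results beyond the cut were filed as inactive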
* marks the source's active call; other numbers are inactive results.

entry | miR-122 sensor | PGC1a acetyl inh | mol
1 | -1 | -15 | O=C1c2ccccc2C(=O)N1CCSc1n[nH]c(=S)s1
2 | -6 | -6 | S=C(Nc1ccccc1)c1ccccn1
3 | -1 | -7 | CC(C)C(=O)NC(Nc1ccccc1F)C(Cl)(Cl)Cl (stereo not drawn)
4 | 0 | -26 | O=C(NCCC1=CCCCC1)c1ccc(F)c(S(=O)(=O)N2CCOCC2)c1
5 | 7 | -18 | Cc1ccc(C)c(N2CCN(CC(=O)Nc3ccc([N+](=O)[O-])cc3C(=O)Nc3ccccc3F)CC2)c1
6 | 1 | -19 | CCOC(=O)/C=c1\s/c(=C\c2c(OCC)ccc3ccccc23)c(=O)n1CC(=O)NCC1CCCO1 (stereo not drawn)
7 | 0 | 129* | COc1ccc(CN2CCn3ncc(C(=O)Nc4ccccc4)c3C2=O)cc1
8 | -3 | 13 | COCCn1c(C)cc(C(=O)COC(=O)c2ccc(N3CCCC3=O)cc2)c1C
9 | 14 | 5 | COc1ccccc1-c1cc(C(=O)Nc2cc(C)nn2-c2ccccc2)no1
10 | 41 | -12 | COc1ccc(Nc2nnc(-c3ccc(N4CCOCC4)c([N+](=O)[O-])c3)c3ccccc23)cc1
11 | -7 | -1 | O=C(OCc1ccc2c(c1)OCO2)c1ccc(S(=O)(=O)N2CCCCC2)cc1
12 | 1 | 14 | Cc1ccc2nc(SC(C)C(=O)NCc3ccco3)[nH]c2c1 (stereo not drawn)
13 | 8 | 7 | CCCCOC(=S)NC(=O)c1sc2ccccc2c1Cl
14 | -5 | 7 | Cc1cc(C)n2c(SCC(=O)Nc3c(C)n(C)n(-c4ccccc4)c3=O)nnc2n1
15 | 5 | 2 | O=C(COC(=O)c1cc(-c2cccs2)nc2ccccc12)NCc1ccco1
16 | -1 | -13 | CC(=O)Nc1ccc(NC(=O)C(C)OC(=O)c2ccc(OCc3c(C)noc3C)cc2)cc1 (stereo not drawn)
17 | -3 | -2 | CC1CC(=O)N(CC(=O)NCc2ccco2)c2ccccc2S1 (stereo not drawn)
18 | 11 | 5 | COc1ccc(C(=O)Nc2ccccc2C(=O)N/N=C/c2cccc3ccccc23)cc1
19 | -6 | 1 | COC(=O)CNC(=O)C(C)NC(=O)CNC(=O)OCc1ccccc1 (stereo not drawn)
20 | -5 | 4 | CCCCc1c(O)nc(SCC(=O)N2CCCCC2)n(-c2ccccc2C)c1=O
21 | -7 | 12 | O=C(c1cccc(S(=O)(=O)N2CCCCC2)c1)N1CCN(S(=O)(=O)c2ccc(F)cc2)CC1
22 | 11 | -19 | CCn1c2ccccc2c2cc(NC(=O)CSc3nnc(-c4cccc(C)c4)o3)ccc21
23 | 5 | 21 | Clc1ccc(N2N=C(c3cccs3)CC2c2ccco2)cc1 (stereo not drawn)
24 | -2 | 3 | CCN(CC)C(=O)C1=C(C)Nc2nc3ccccc3n2C1c1cccc(OC)c1 (stereo not drawn)
25 | 0 | 19 | C=CCOC(=O)/C(=C\c1ccc(OC)cc1)NC(=O)c1ccco1
26 | 1 | 8 | CS(=O)(=O)N1CCN(C(=O)c2c(F)cccc2F)CC1
27 | 5 | -6 | CCNC(=O)c1c(NC(=O)C2COc3ccccc3O2)sc2c1CCCC2 (stereo not drawn)
28 | -2 | 0 | O=C(NNC1=C(C(=O)C(F)(F)F)CCC1)c1ccccc1O
29 | -4 | 17 | CCOC(=O)c1cc2c3ccccc3n(CC)c2nc1N
30 | 1 | -2 | CCOC(=O)c1cc(C(=O)c2cccs2)n2ccc(C(C)=O)cc12
31 | 0 | 3 | O=C(CCS(=O)(=O)c1ccc(Br)s1)N1CCc2ccccc21
32 | 0 | -3 | O=C(c1cc2ccccc2c(=O)o1)N1CCCc2ccccc21
33 | -3 | 8 | CC(NC(=O)C1CCC1)c1ccc2c(c1)OCO2 (stereo not drawn)
34 | -12 | -6 | N/C(=N\OC(=O)C1CCCCC1)c1cccc([N+](=O)[O-])c1
35 | 1 | 0 | Cc1cccc(OCCOc2ccc(/C=N/NC(=O)Cc3nnc(N)s3)cc2)c1
36 | 2 | 2 | Cc1ccc(N=Nc2c(=O)[nH]n3c(C)cc(C)nc23)cc1
37 | 3 | -11 | O=C(CSc1ncnc2c1cnn2-c1ccccc1)Nc1ccc2c(c1)OCO2
38 | 5 | 10 | Cc1nnc(N2C(=O)c3cccc4cccc(c34)C2=O)s1
39 | 6 | -1 | Cc1ccc(C)c(-n2ccnc2SCC(=O)O)c1
40 | 2 | -13 | Cc1nn(-c2ccccc2)c2sc(C(=O)c3c(N)n(C)c(=O)n(C)c3=O)cc12

Taken from above.
CC(NC(=O)C1CCC1)c1ccc2c(c1)OCO2 (stereo not drawn) – miR-122 sensor: -3
Cc1nn(-c2ccccc2)c2sc(C(=O)c3c(N)n(C)c(=O)n(C)c3=O)cc12 – PGC1a acetyl inh: -13
O=C(c1cc2ccccc2c(=O)o1)N1CCCc2ccccc21 – miR-122 sensor: 0
O=C(CCS(=O)(=O)c1ccc(Br)s1)N1CCc2ccccc21 – PGC1a acetyl inh: 3
Cc1cccc(OCCOc2ccc(/C=N/NC(=O)Cc3nnc(N)s3)cc2)c1 – PGC1a acetyl inh: 0
O=C(CSc1ncnc2c1cnn2-c1ccccc1)Nc1ccc2c(c1)OCO2 – PGC1a acetyl inh: -11
Cc1nnc(N2C(=O)c3cccc4cccc(c34)C2=O)s1 – miR-122 sensor: 5

Record cards (already shown).
`CCN(CC)C(=O)C1=C(C)Nc2nc3ccccc3n2C1c1cccc(OC)c1` (stereo not drawn) as listed: miR-122 sensor = -2; PGC1a acetyl inh = 3
`COC(=O)CNC(=O)C(C)NC(=O)CNC(=O)OCc1ccccc1` (stereo not drawn) as listed: miR-122 sensor = -6; PGC1a acetyl inh = 1
`Cc1cc(C)n2c(SCC(=O)Nc3c(C)n(C)n(-c4ccccc4)c3=O)nnc2n1` as listed: miR-122 sensor = -5; PGC1a acetyl inh = 7

Going on with the list.
entry | miR-122 sensor | PGC1a acetyl inh | mol
41 | 0 | -5 | CN(c1ccc(C(=O)NCCSCc2ccccc2)cc1)S(=O)(=O)c1ccccc1
42 | -3 | -34 | CN(CCC(=O)Nc1ccc2c(c1)OCO2)Cc1ccccc1
43 | 1 | -10 | CC1=C(C(=O)OC(C)C)C(c2ccc(Br)s2)NC(=O)N1 (stereo not drawn)
44 | -9 | 12 | Cn1c(C(=O)NCc2ccccn2)cc2c(=O)n3ccccc3nc21
45 | -9 | 2 | CCn1c(NC(C)=O)nc2ccccc21
46 | -3 | -6 | CC(C)CCn1c(Oc2ccc(Cl)cc2)nc2c1c(=O)n(C)c(=O)n2C
47 | -4 | -10 | Cc1nc2nc(-c3ccc(Cl)cc3)cn2nc1C
48 | -5 | -8 | Cc1ccc(S(=O)(=O)C2(C(=O)N3CCCCCC3)CC2)cc1
49 | 5 | 3 | O=[N+]([O-])c1cc2c(cc1/C=N/n1c(-c3ccccc3)n[nH]c1=S)OCO2
50 | 1 | 0 | O=C(Cc1c(O)c2ccccc2[nH]c1=O)NC1CCCCCC1
51 | 8 | -3 | Brc1ccc(-c2cn3nc4c(nc3n2)CCCC4)cc1
52 | 7 | -7 | Cc1ccc(N2CCN(C(=O)CNS(=O)(=O)c3ccc(Br)s3)CC2C)cc1 (stereo not drawn)
53 | 4 | 7 | COc1ccc(OC)c2[nH]c(=O)c(CCNC(=O)c3ccc(S(=O)(=O)N(C)C)cc3)cc12
54 | -9 | -7 | CC(CNC(=O)COc1ccccc1)OC(=O)Nc1cccc(Cl)c1 (stereo not drawn)
55 | -7 | -7 | CCN(CC)c1ccc(NC(=O)c2cnn(CC)c2)cc1
56 | -2 | -1 | Cc1ccc(CNC(=O)C2CC(=O)N(c3ccc(OCC(=O)N4CCCC4)cc3)C2)cc1 (stereo not drawn)
57 | 3 | -2 | COc1cc(CNCc2ccccn2)ccc1OCc1ccc(Cl)cc1Cl
58 | 0 | 26 | C=CCOC(=O)C1=C(C)NC(SCC(=O)Nc2nccs2)=C(C#N)C1c1cccs1 (stereo not drawn)
59 | 4 | -5 | CCCN(Cc1cc2cc(OC)ccc2[nH]c1=O)C(=O)c1ccncc1
60 | -3 | -7 | Cc1ccc(C)c(C(=O)c2c(C)nc3sccn23)c1
61 | -5 | 1 | COc1ccc(N2CCN(C(=O)CSc3ncnc4c3cnn4-c3ccccc3C)CC2)cc1
62 | -2 | 3 | CC(=O)Nc1ccc(OC(=O)c2cc3ccccc3oc2=O)cc1
63 | -4 | -34 | COc1ccccc1N(CC(=O)Nc1c(C)cccc1C)S(C)(=O)=O
64 | 0 | -5 | O=C1CCCC/C1=C/Nc1ccc(S(=O)(=O)Nc2ncccn2)cc1
65 | -7 | -10 | CC12CN3CC(C)(CN(C1)C3c1cc3ccccc3[nH]1)C2=O (stereo not drawn)
66 | -3 | 7 | CCc1ccc(/C=C2\SC(=S)N(CCCC(=O)Nc3ccccn3)C2=O)cc1
67 | -5 | -3 | CCc1nnc2sc(-c3cc(-c4ccccc4)nc4ccccc34)nn12
68 | 1 | 7 | C/C(NC(=O)c1cccc(F)c1)=C1/C(=O)C[C@@H]2[C@H]1C2(C)C
69 | -7 | 8 | Cn1cnc2c(N3CCCCC3)nccc21
70 | 2 | -2 | Cc1sc(N/N=C/C=C/c2ccccc2)nc1-c1ccccc1
71 | 16 | 2 | Cc1cc2c(cc(C(=O)OCC(=O)NCc3ccco3)n2C)s1
72 | -3 | -14 | Cc1nc2nc(COc3ccccc3)[nH]n2c(=O)c1C
73 | 3 | 18 | C/C(=N\NC(=O)C1CCCN(S(=O)(=O)c2ccccc2)C1)c1ccncc1 (stereo not drawn)
74 | -7 | 0 | CS(=O)(=O)Nc1ccc(N2CCCCC2)c(Cl)c1
75 | -3 | 0 | O=C(COC(=O)c1nn(-c2ccccc2)c(=O)c2ccccc12)NC1CCS(=O)(=O)C1 (stereo not drawn)
76 | -5 | -3 | COc1cc(NC(=O)COC(=O)[C@@H]2CCCN2S(=O)(=O)c2ccc(Cl)cc2)cc(OC)c1OC
77 | -1 | -9 | COc1cccc(-c2nc(CS(=O)(=O)c3ccccc3)no2)c1
78 | -5 | -11 | Cc1cc(C(=O)OCC(=O)Nc2ncc(C(F)(F)F)cc2Cl)c(C)o1
79 | 0 | 8 | CC(C)OC(=O)CSc1nnc(-c2cnccn2)n1Cc1ccco1
80 | -3 | -22 | CC(=O)Nc1ccc2c(c1)OCCO2

Among those listed so far, 8 have fluorine.
entry | miR-122 sensor | PGC1a acetyl inh | mol
3 | -1 | -7 | CC(C)C(=O)NC(Nc1ccccc1F)C(Cl)(Cl)Cl (stereo not drawn)
4 | 0 | -26 | O=C(NCCC1=CCCCC1)c1ccc(F)c(S(=O)(=O)N2CCOCC2)c1
5 | 7 | -18 | Cc1ccc(C)c(N2CCN(CC(=O)Nc3ccc([N+](=O)[O-])cc3C(=O)Nc3ccccc3F)CC2)c1
21 | -7 | 12 | O=C(c1cccc(S(=O)(=O)N2CCCCC2)c1)N1CCN(S(=O)(=O)c2ccc(F)cc2)CC1
26 | 1 | 8 | CS(=O)(=O)N1CCN(C(=O)c2c(F)cccc2F)CC1
28 | -2 | 0 | O=C(NNC1=C(C(=O)C(F)(F)F)CCC1)c1ccccc1O
68 | 1 | 7 | C/C(NC(=O)c1cccc(F)c1)=C1/C(=O)C[C@@H]2[C@H]1C2(C)C
78 | -5 | -11 | Cc1cc(C(=O)OCC(=O)Nc2ncc(C(F)(F)F)cc2Cl)c(C)o1

The list continues.
entry | miR-122 sensor | PGC1a acetyl inh | mol
81 | -1 | 1 | CCCC[N+](C)(C)CCC(=O)NC(C)(C)CS(=O)(=O)[O-]
82 | -1 | -19 | COc1ccc2c(c1OC)C(=O)OC2Nc1nc(-c2ccccc2)cs1 (stereo not drawn)
83 | 3 | -2 | Cn1c(=O)c2c(nc(Cl)n2Cc2ccc(Cl)c(Cl)c2)n(C)c1=O
84 | 6 | 7 | COc1ccc(S(=O)(=O)N(CCCN2CCOCC2)Cc2cccc(OC)c2OC)cc1
85 | 11 | -43 | COc1ccc(-n2c(N)c(-c3nc4ccccc4n3C)sc2=S)cc1
86 | -3 | -13 | O=C(Nc1cccc(-c2cn3ccccc3n2)c1)c1cccc(Cl)c1
87 | -10 | 9 | Cc1c(N2C(=O)c3ccc4c5c(ccc(c35)C2=O)CC4)c(=O)n(-c2ccccc2)n1C
88 | 1 | 50* | O=C(CN1C(=O)C2CC=CCC2C1=O)Nc1nccs1 (stereo not drawn)
89 | -3 | 1 | CC(=O)N1CCN(c2ccc([N+](=O)[O-])c(NCC3CCCO3)c2)CC1 (stereo not drawn)
90 | -5 | 4 | CCn1ccnc1C(O)c1cccc(OC)c1 (stereo not drawn)
91 | 6 | -4 | COc1ccc(-c2ccc(C#N)c(SCC(=O)NCCc3ccccc3)n2)cc1OC
92 | 11 | 2 | O=C(NCCCn1ccnc1)c1ccc(S(=O)(=O)N2CCCCCC2)cc1
93 | 6 | -6 | O=C(NCC1CCCO1)c1ccc(C(=O)NCC2CCCO2)cc1 (stereo not drawn)
94 | -3 | 16 | Cc1cc(C(=O)CSc2nc3ccccc3o2)c(C)n1CC1CCCO1 (stereo not drawn)
95 | -8 | -10 | O=C(CCCOc1ccc(Cl)cc1Cl)NCC1CCCO1 (stereo not drawn)
96 | 1 | -10 | CCOc1cc(N2CCOCC2)c(OCC)cc1NC(=O)CCS(=O)(=O)c1ccc(Cl)cc1
97 | -6 | -2 | O=C(CSc1nc2ccccc2[nH]1)N1CCN(S(=O)(=O)c2ccc(Cl)cc2)CC1

A portion of the library; count on the stated rates, not on these rows.
